Screens from PubChem BioAssay.
KLK7 zymogen act: activates the human kallikrein-7 zymogen; P49862; activation, % at 7 µM; purified proKLK7, EDANS-DABCYL substrate fluorescence; 100% is mature enzyme control, 0% vehicle; 370,000 tested, 0.9% active;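 active = activation above the mean of all tested compounds plus 3 SD, computed per campaign excluding outliers beyond control limits, cut at about 13% in these data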
Target sequence (P49862 whole entry, looked up): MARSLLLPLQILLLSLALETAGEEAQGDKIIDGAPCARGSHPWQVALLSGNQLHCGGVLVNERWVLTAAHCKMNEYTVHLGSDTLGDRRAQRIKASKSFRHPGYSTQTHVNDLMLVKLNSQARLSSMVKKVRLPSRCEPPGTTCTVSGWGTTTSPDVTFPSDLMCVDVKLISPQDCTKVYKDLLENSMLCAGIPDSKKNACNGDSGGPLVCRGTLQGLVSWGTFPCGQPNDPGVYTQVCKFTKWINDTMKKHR
PRMT1 FP inh: blocks human protein arginine methyltransferase 1 | Q99873 | recombinant PRMT1, activity-based probe fluorescence polarization | inhibition, % at 2.79 µM | 370,000 tested, 1.3% active | AID 652257;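 active = inhibition above about 21% made by adding two undisclosed values, limit read from the data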
Tn7 DDE FP: DD(E)-Tn7 binding inhibition, primary FP screen | P02675 | FP displacement of FITC-Tn7 peptide from fibrin DD(E); 0% = median of compound wells per plate | inhibition, % at 8.3 µM | 370,000 tested, 0.13% active;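 active = inhibition above the mean of compounds falling within the control limits plus 3 SD of them, cut at about 14% in these data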;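 note: 0% = plate median of compound wells and 100% = 10 µM Aha-Tn7 peptide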
Target sequence (P02675 whole entry, looked up): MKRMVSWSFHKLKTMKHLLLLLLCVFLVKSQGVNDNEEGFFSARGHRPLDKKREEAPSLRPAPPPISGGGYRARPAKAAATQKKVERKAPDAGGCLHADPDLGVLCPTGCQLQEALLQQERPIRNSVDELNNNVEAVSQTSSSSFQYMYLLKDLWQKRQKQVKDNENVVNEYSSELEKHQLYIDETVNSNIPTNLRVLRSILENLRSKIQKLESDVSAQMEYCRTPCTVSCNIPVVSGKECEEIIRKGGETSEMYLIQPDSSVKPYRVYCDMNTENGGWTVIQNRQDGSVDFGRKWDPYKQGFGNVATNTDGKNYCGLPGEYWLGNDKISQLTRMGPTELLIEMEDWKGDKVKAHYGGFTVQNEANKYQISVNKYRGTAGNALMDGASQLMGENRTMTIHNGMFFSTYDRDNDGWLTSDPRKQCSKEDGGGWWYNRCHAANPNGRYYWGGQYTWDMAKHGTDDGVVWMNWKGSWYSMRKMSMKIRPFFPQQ
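Measure: % inhibition scaled between sample-field median and high-control FP; Test system: human fibrin DD(E); Quantity: 2 µM final DD(E) protein; Doses: one dose, 8.3 µM nominal; Schedule: compound with protein 10 min, then 3 h after probe, room temperature; Detection: fluorescence polarization; Medium: Tris buffer with calcium and detergent, pH 7.8.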
Tn6 DDE FP: inhibitors of Tn6 peptide binding to human fibrin DD(E) | P02675 | Fibrin DD(E) TRITC-Tn6 fluorescence polarization displacement | inhibition, % at 8.3 µM | 370,000 tested, 0.21% active;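 active = inhibition above a per-campaign cutoff: mean of compounds within control limits plus 3 SD, cut at about 15% in these data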;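 note: 0% = median of all compound wells on the plate and 100% = blocking peptide control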
TDP2 inh: TDP2 (human) inhibition, absorbance primary screen; O95551; recombinant TDP2, T5PNP hydrolysis, p-nitrophenol absorbance 415 nm; inhibition, % at 12.8 µM; 370,000 tested, 0.34% active; AID 720702;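 active = inhibition above the mean of all tested compounds plus 3 SD, set per campaign, cut at about 25% in these data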;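 note: 0% = DMSO with enzyme and 100% = buffer with substrate but no TDP2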
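Test system: human TDP2 enzyme; Input: 120 nM TDP2 per well; Buffer or medium: Mg2+-containing Tris-HCl buffer, pH 7.5; Reagent: 5 mM T5PNP; Dosing: 12.8 µM single point, 1% DMSO; Incubation: reaction 2 h, 37 °C; Detection: p-Nitrophenol epi absorbance; Read-out: % inhibition relative to enzyme-containing and enzyme-free wells; Replicates: single well per compound.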
UHRF1 binding: human UHRF1 methylated DNA binding inhibitors; inhibition, % at 4.4 µM; AID 687016; 370,000 tested, 0.75% active; UHRF1 binding to methylated oligo, TR-FRET; in the data active = inhibition above about 21%;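 note: UHRF1 SRA domain binding a hemimethylated CpG hairpin DNA probe; 0% = median of test compound wells and 100% = reference inhibitor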
TCR-CD3 inh: blocks the human TCR-CD3 interaction. TAMRA-labeled TCR probe fluorescence, biochemical. 360,000 tested, 0.37% active. inhibition, % at 9.4 µM. AID 651800; in the data active = inhibition above about 19%;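 note: recombinant mutant TCR 2C K166C tagged with TAMRA read by polarization; 0% = receptor in buffer alone and 100% = receptor with positive control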
SIAE primary: inhibitors of human sialic acid acetylesterase SIAE. AID 1053197. SIAE FP-Rh probe binding, fluorescence polarization. 370,000 tested, 0.69% active. Q9HAT2. inhibition, % at 9.66 µM;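 active = inhibition above a cutoff: mean of compounds within the control limits plus 3 SD of those, cut at about 17% in these data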;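 note: 0% = plate median of compound wells and 100% = probe without SIAE protein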
LEDGF integ inh: blocks HIV-1 LEDGF/p75-dependent DNA integration; AID 743269; TR-FRET IN-LEDGF/p75 DNA integration, Eu/Cy5; 370,000 tested, 0.64% active; inhibition, % at 3.7 µM;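 active = inhibition above the screen-wide mean plus 3 SD, cut at about 13% in these data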;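 note: signal is the Cy5 over europium emission ratio at 671 and 618 nm; 0% = plate median of compound wells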
MBD2 inh: blocks human MBD2 binding to methylated DNA | TR-FRET, MBD2 binding to methylated oligonucleotide | inhibition, % at 4.4 µM | 370,000 tested, 0.31% active; in the data active = inhibition above about 13%
Active calls of the source: *; . = no result given.

SMILES	KLK7 zymogen act	PRMT1 FP inh	Tn7 DDE FP	Tn6 DDE FP	TDP2 inh	UHRF1 binding	TCR-CD3 inh	SIAE primary	LEDGF integ inh	MBD2 inh
Cn1c(=O)c2[nH]c(NCCCN3CCOCC3)nc2n(C)c1=O	-0.6	0	0	2	21	0	-2	-1	3	3
CC(C)(C)c1ccc(C(=O)Nc2ccc(S(N)(=O)=O)cc2)cc1	-0.1	1	-8	1	-9	0	-7	-8	-1	3
N#Cc1cnc(SCC(=O)NNC(=O)COc2cccc3ccccc23)nc1N	0.8	2	3	-5	4	1	2	-14	2	4
CCOCCCNS(=O)(=O)c1ccc2c(c1)OCCO2	-0.6	0	5	-12	9	0	2	12	3	4
CN1C(=O)C(C)(C)c2cc(S(=O)(=O)N3CCCCCC3)ccc21	0.2	1	9	-2	12	2	5	-4	0	1
CCC1=C2CC[C@H]3C(=O)N(CC)C(=O)[C@H]3[C@H]2[C@@]2(Cc3ccccc3)C(=NCCOC)OC(=O)N2C1=O	-0.1	-2	-10	-2	-19	6	-8	3	1	3
CCN(C[C@H]1N[C@@](C)(C(=O)OC)[C@H]2C(=O)N(Cc3ccccc3)C(=O)[C@@H]12)C(=O)Nc1ccc(F)cc1	0.0	5	4	-6	6	1	-1	4	-1	1
O=C(NCc1ccc2c(c1)OCO2)c1cc2c(s1)CS(=O)(=O)C2	-0.4	-2	-2	-3	5	-1	8	-2	-2	2
CCC(C)NC(=O)C1c2ccccc2Oc2ccccc21 (stereo unspecified)	-0.1	-3	-6	3	11	-5	-5	4	-4	2
Cc1ccccc1OCCNC(=O)c1ccco1	-0.3	3	-8	6	5	-1	-1	2	-1	-1

Some of these compounds in order of formula weight, low to high:
SMILES	KLK7 zymogen act	PRMT1 FP inh	Tn7 DDE FP	Tn6 DDE FP	TDP2 inh	UHRF1 binding	TCR-CD3 inh	SIAE primary	LEDGF integ inh	MBD2 inh
Cc1ccccc1OCCNC(=O)c1ccco1	-0.3	3	-8	6	5	-1	-1	2	-1	-1
CCC(C)NC(=O)C1c2ccccc2Oc2ccccc21 (stereo unspecified)	-0.1	-3	-6	3	11	-5	-5	4	-4	2
CCOCCCNS(=O)(=O)c1ccc2c(c1)OCCO2	-0.6	0	5	-12	9	0	2	12	3	4
Cn1c(=O)c2[nH]c(NCCCN3CCOCC3)nc2n(C)c1=O	-0.6	0	0	2	21	0	-2	-1	3	3
N#Cc1cnc(SCC(=O)NNC(=O)COc2cccc3ccccc23)nc1N	0.8	2	3	-5	4	1	2	-14	2	4

More compounds.
SMILES	KLK7 zymogen act	PRMT1 FP inh	Tn7 DDE FP	Tn6 DDE FP	TDP2 inh	UHRF1 binding	TCR-CD3 inh	SIAE primary	LEDGF integ inh	MBD2 inh
CCc1ccc(CN(C)C(=O)CC2C(=O)NCCN2Cc2ccoc2)cc1 (stereo unspecified)	-0.2	-1	-7	7	13	-1	2	1	-3	0
O=C(CSCc1cccc(Cl)c1)NCc1ccc2c(c1)OCO2	0.3	2	3	2	-1	1	-5	-2	-4	-1
COc1ccc(-c2c[n+]3c4n2CCCCC4=C(c2ccccc2)C3)cc1	-129	0	9	2	-7	-5	0	-3	-2	-2
Cc1cccc(-n2nc3c(c2NC(=O)CCCl)CSC3)c1	0.4	4	-6	2	10	0	3	1	1	0
Cc1nc2ncccn2c1-c1csc(Nc2ccc(N(C)C)cc2)n1	0.9	6	3	5	9	-7	-4	16	-6	0
CN(C)S(=O)(=O)c1cc(NC(=O)COC(=O)c2nc(Cl)ccc2Cl)ccc1Cl	-0.7	3	-3	-7	8	1	-2	-10	2	5
COc1cc(/C=N/n2c(-c3n[nH]c4c3CCC4)n[nH]c2=S)cc(OC)c1O	-0.5	16	10	-3	-2	2	12	-5	-4	7
COc1ccc(C2/C=C\CN(C(=O)c3ccccc3)CC(=O)N2Cc2cccc(F)c2)cc1 (stereo unspecified)	0.0	-3	-6	2	1	17	1	-1	0	3
O=C1CC(NCc2ccccc2F)C(=O)N1c1ccccc1 (stereo unspecified)	-0.5	11	5	0	-4	-2	2	4	-2	-1
COc1cc2cc(C(=O)N/N=C/c3ccc(F)cc3)[nH]c2cc1OC	4.4	-6	7	-2	-5	-4	8	4	4	-5
C=CCSc1nc2c(sc3nc(C)cc(C)c32)c(=O)[nH]1	-1.1	1	-1	4	2	-1	1	-8	2	-9
Cc1cc(C(=O)CSc2nnc(-c3ccc(Cl)cc3)n2C)c(C)n1CC1CCCO1 (stereo unspecified)	-0.8	3	4	4	-9	3	-9	5	2	7
O=C(CNS(=O)(=O)c1ccc(Br)s1)N1CCC(N2CCCCC2)CC1	0.6	-2	-5	8	9	11	0	0	-1	4
O=C(O)c1cc([N+](=O)[O-])ccc1NCc1ccccn1	-0.5	3	-3	5	-8	1	1	4	-1	-3
c1ccc(Cn2nnnc2C(c2ccncc2)N2CCOCC2)cc1 (stereo unspecified)	0.2	0	10	1	4	-2	11	3	0	-7
CC(NS(=O)(=O)c1ccc(Br)cc1)C(c1cccs1)N1CCOCC1 (stereo unspecified)	0.1	1	-3	-1	9	-2	-6	-1	3	1
CC(C(=O)Nc1ccccn1)N1C(=O)c2ccccc2S1(=O)=O (stereo unspecified)	0.2	1	1	1	-3	0	2	7	-5	-3
C[n+]1c(-c2ccccc2)cc2c(=Cc3ccccc3)c3ccccc3n21	-3.5	6	-3	17*	36*	6	-17	-68	28*	-10
CN(C)S(=O)(=O)c1cccc(NC(=O)COc2cccc(C#N)c2)c1	0.0	1	6	-4	-3	0	-1	-8	1	-3
CC(C)(C)c1ccc(-c2noc(CCC(=O)NC3CC3)n2)cc1	.	4	2	0	4	-2	.	2	-3	3
Cc1ccc(C(=O)NN2C(=O)C3C4C=CC(C5CC45)C3C2=O)cc1 (stereo unspecified)	-0.1	-1	1	6	-9	1	9	3	-2	5
Cc1cc(C)cc(NC(=O)COC(=O)COc2cccc3c2OC(C)(C)C3)c1	-0.8	2	1	5	-4	0	4	-7	-2	-4
COCCn1cnc2c1c(=O)n(CC(=O)OCC(=O)NCC(F)(F)F)c(=O)n2Cc1ccccc1	0.3	-1	11	-1	-3	-2	1	-2	-3	-7
O=C(CNC(=O)/C(=C\c1ccc(Br)cc1)NC(=O)c1ccccc1)OCc1ccccc1	1.3	-2	-4	-3	-31	7	12	-15	2	3
COC(=O)c1ccccc1NC(=O)c1cnn2c(C)cc(C)nc12	-0.4	1	5	8	4	0	-1	4	0	1
CCOc1ccc(C(C)NC(=O)c2cccc(F)c2)cc1 (stereo unspecified)	-0.2	-2	6	-1	0	-3	7	6	-2	-8
CC(=O)COc1ccc2c(C)c(-c3ccccc3)c(=O)oc2c1	2.3	1	-1	-2	-14	2	0	-6	-8	-1
Nc1ncnc2c1ncn2[C@@H]1O[C@H](CO)[C@@H](O)[C@H]1O	0.2	1	1	-4	-3	2	1	1	0	-2
O=C(NC(Cc1ccccc1)C(=O)NC(Cc1ccccc1)C(=O)O)c1ccccc1 (stereo unspecified)	0.6	1	2	-5	-1	0	-2	0	0	3
COC(=O)Nc1nnc(Cc2ccc(Cl)cc2)s1	-0.1	-2	-5	-7	-2	-3	1	-2	4	3
CCOc1ccc(N2C(=O)C3ON(c4ccccc4)C(c4ccco4)C3C2=O)cc1 (stereo unspecified)	0.3	-2	-7	-4	-2	-5	4	4	4	-3
C=CCn1cn[nH]c1=S	0.0	4	2	-1	5	1	-2	-1	-3	0
C=CCNC(=O)c1ccccc1NC(=O)C1CC(=O)N(C(C)C)C1 (stereo unspecified)	-0.2	-3	1	0	-8	2	10	-11	-5	4
Cn1ncc(Cl)c1C(=O)N/N=C/c1cc2c(cc1[N+](=O)[O-])OCO2	0.1	4	-2	-8	2	-4	9	1	3	0
COc1cc(NC(=O)CCc2nnc3ccc(NCc4ccco4)nn23)cc(OC)c1	0.2	2	2	-3	-2	-1	11	6	1	-4
O=C(CC1CCCC1)N[C@@H](Cc1cccnc1)C(=O)N1CCC[C@H]1C(=O)NC1CCCC1	0.4	-3	-2	2	-7	1	-4	0	3	-7
Cc1cccc(NC(=O)CSc2nnc([C@@H](N)Cc3ccccc3)o2)c1C	0.3	0	9	-7	5	-3	5	-4	-3	1
CC(CCc1ccccc1)NC(=O)CNC(=O)c1ccccc1Br (stereo unspecified)	-0.3	0	-1	-2	5	-1	-6	4	1	0
COc1ccc(Nc2ncnc3sc(-c4ccccc4)cc23)c(OC)c1	-20	-1	1	-9	13	-3	-9	-1	-1	1
CCC(C)C(NC(=O)c1ccccc1NC(=O)c1ccco1)C(=O)NC1CCCCC1 (stereo unspecified)	-29	2	5	-1	6	3	1	-2	1	-3
Cc1cc(C)c(S(=O)(=O)N(CC(=O)NCc2cccnc2)C2CCCCC2)c(C)c1	0.1	2	7	-6	-2	6	-4	0	3	2
CC1CCN(C2=NN3C(=N)/C(=C\c4ccc(OC(=O)c5ccco5)cc4)C(=O)N=C3S2)CC1	-1.1	3	7	-2	3	-1	-2	4	-2	2
Cn1cc(S(=O)(=O)N2CCCC2)cc1C(=O)NCc1ccc(Cl)cc1	0.4	-1	-5	5	3	-1	13	3	0	-3
CCNc1ccc(N=Nc2c(C)n(C)n(-c3ccccc3)c2=O)cc1	0.0	-3	-3	5	-13	-5	-2	16	-8	-1
Cc1cc(=O)oc2cc(NC(=O)c3cccc(Br)c3)ccc12	-0.3	3	6	1	2	3	-6	0	-2	4
CCOC(=O)C1CCCN(Cc2nc(CC3CC3)no2)C1 (stereo unspecified)	-0.1	0	-1	3	0	-3	-2	0	3	3
Cc1cc(C(F)(F)F)nn1CC(=O)N1CCCCC1C (stereo unspecified)	-0.3	0	6	7	4	2	-3	-1	2	3
CNC(=O)c1ccc(-c2ccc(F)cc2)s1	0.7	0	2	7	-11	-2	2	-3	-4	-3
Cc1nc(C(=O)N2CCCC(N3CCN(c4ccc(F)cc4)CC3)C2)cs1 (stereo unspecified)	-0.4	-5	-4	1	-15	4	-6	2	-2	-1
NS(=O)(=O)c1ccc(NC(=S)NCc2ccc3c(c2)OCO3)cc1	-0.2	11	-3	1	0	0	0	8	6	-5

Remaining list, next part.
SMILES	KLK7 zymogen act	PRMT1 FP inh	Tn7 DDE FP	Tn6 DDE FP	TDP2 inh	UHRF1 binding	TCR-CD3 inh	SIAE primary	LEDGF integ inh	MBD2 inh
CCN1CCN(C(=O)c2cccc(OC3CCN(S(C)(=O)=O)CC3)c2)[C@@H](C)C1=O	-0.1	3	0	-8	0	0	7	2	1	-2
COc1ccc(NC(=O)c2ccc3ccccc3c2)cc1	2.3	-5	0	0	6	2	7	-8	3	2
Cc1ccc(NC(=O)C(=O)NCCN2CCN(S(C)(=O)=O)CC2)cc1	-0.1	-5	3	2	-3	1	8	-3	0	-4
Cc1ccc(NCc2ccccc2OCc2ccccc2F)cc1	0.4	2	6	-3	-2	3	-2	-2	-5	3
